Screening data (PubChem)
EPAC2 antagonist – blocks human EPAC2 exchange factor; EPAC2 GEF exchange of Rap1B-BODIPY-GDP, fluorescence; Potency, µM (highest dose often 114 µM), without a hit: at the highest dose activity, negative = inhibition, hits mostly inhibitors; 360,000 compounds, 0.18% hits; further: potency means the concentration at half of the fitted maximal effect; on the % scale 0 is the no-effect control and ±100 the full control effect; nearly all actives have a fitted effect of over 45% in size; many of its hits are not listed in these tables
Target sequence (Q8WZA2 whole entry, looked up): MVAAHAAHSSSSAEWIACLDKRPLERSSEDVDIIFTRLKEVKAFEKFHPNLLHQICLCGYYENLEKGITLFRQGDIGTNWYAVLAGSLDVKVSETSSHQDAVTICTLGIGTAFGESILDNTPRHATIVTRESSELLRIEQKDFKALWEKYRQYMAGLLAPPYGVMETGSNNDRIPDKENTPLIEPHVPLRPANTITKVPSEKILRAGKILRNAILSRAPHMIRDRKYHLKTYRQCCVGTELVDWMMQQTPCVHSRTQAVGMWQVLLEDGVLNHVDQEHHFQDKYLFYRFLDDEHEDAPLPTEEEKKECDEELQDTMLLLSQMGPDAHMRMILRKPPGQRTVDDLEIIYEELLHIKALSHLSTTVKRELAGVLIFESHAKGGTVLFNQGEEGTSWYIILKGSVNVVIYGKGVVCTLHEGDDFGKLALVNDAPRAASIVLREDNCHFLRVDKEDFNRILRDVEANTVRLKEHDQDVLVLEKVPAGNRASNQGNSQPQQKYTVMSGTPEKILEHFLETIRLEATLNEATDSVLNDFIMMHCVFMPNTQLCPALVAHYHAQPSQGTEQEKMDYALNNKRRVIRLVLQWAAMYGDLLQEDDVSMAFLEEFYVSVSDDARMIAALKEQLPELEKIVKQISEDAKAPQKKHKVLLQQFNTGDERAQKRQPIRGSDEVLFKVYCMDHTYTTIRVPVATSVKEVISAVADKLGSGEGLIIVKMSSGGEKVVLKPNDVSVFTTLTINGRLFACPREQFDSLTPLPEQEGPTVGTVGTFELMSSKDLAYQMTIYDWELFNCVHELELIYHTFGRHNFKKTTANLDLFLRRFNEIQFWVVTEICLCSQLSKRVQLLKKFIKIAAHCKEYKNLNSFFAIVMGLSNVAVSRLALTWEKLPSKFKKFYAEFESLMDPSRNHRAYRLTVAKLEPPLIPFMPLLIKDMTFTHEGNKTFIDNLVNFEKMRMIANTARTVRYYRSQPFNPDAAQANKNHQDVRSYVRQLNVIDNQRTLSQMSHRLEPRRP
TGFb inhibitor – blocks TGF-b signaling; HepG2 CAGA-GFP TGF-b/SMAD3 reporter, GFP fluorescence, 18 h; TGF-beta stimulated, 500 pg/mL final; Potency, µM (highest dose often 46.1 µM), without a hit: at the top dose activity, negative = inhibition, usual class: inhibitors; 410,000 compounds, 1.2% hits; further: potency means the concentration at half of the fitted maximal effect; on the % scale 0 is the no-effect control and ±100 the full control effect; nearly all actives have a fitted effect of over 65% in size
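Per well, imaged GFP fluorescence of HEPG2 CAGA-GFP cells gives the signal; cells get compound, then TGF-beta (500 pg/mL final), 18 h at 37 degrees C; %Activity versus -TGF-beta and +DMSO controls.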
Nrf2 block – inhibitors of Nrf2 signaling; A549 ARE-Fluc reporter, luciferase luminescence, 18-24 h; Potency, µM (highest dose often 46 µM), for inactives: at the highest dose activity change, negative = inhibition, most hits filed as inhibitors; 360,000 compounds, 2.1% hits; further: potency means the concentration at half of the fitted maximal effect; on the % scale 0 is the no-effect control and ±100 the full control effect; nearly all actives have a fitted effect of over 60% in size
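Nrf2 function is reported as luminescence of an ARE-controlled luciferase in A549 cells. Compounds were tested at several concentrations, and a CellTiter-Fluor read on the same wells flagged cytotoxicity.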
MmCpn inh – blocks the Methanococcus maripaludis chaperonin Mm-Cpn. purified Mm-Cpn ATPase, ADP Transcreener TR-FRET. 330,000 compounds, 0.031% hits. Potency, µM (doses to about 76.9 µM), for inactives: at the top dose activity, negative = inhibition, hits mostly inhibitors; further: potency means the concentration at half of the fitted maximal effect; on the % scale 0 is the no-effect control and ±100 the full control effect; nearly all actives have a fitted effect of over 80% in size
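Purified archaeal chaperonin (25 nM final) was preincubated with compound for 10 min at 37°C, then ATP (10 uM final) was added for 30 min at 37°C in Tris pH 7.4/KCl/MgCl2/DTT buffer. ADP was quantified by HTRF Transcreener TR-FRET.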
Nrf2 ARE act – Nrf2 pathway activation; AREc32 ARE-luciferase reporter (MCF7-derived line), luminescence, 24 h; Potency, µM (doses to about 46.1 µM), without a hit: top-dose activation, actives largely listed as activators; 410,000 compounds, 0.31% hits; further: potency means the concentration at half of the fitted maximal effect; % of control where 0% means no effect; nearly all actives have a fitted effect of over 65% in size
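Quantitative high-throughput format: AREc32 reporter cells, 1000 per well, received compound by pin transfer and were incubated 24 hr at 37 deg C, 5% CO2, before Steady-Glo luminescence detection.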
pAkt inh – Akt phosphorylation inhibition | AID 651550 | 360,000 compounds, 0.32% hits | Neuro2A IGF-stimulated pAkt S473 HTRF, 20 min; hits give low values | activity change, % for hits at 50 µM; in the data active means activity change below about -80%; inconclusive means mostly about -51% to -80%; further: on the % scale 0 is the no-effect control and ±100 the full control effect
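Neuro2A cells (4,500/well, DMEM with 0.5% FBS) were treated with compound at a single 50 µM final concentration, stimulated with 6 nM IGF for 20 min at 37 °C, and lysed. Phospho-Akt Ser473 was read by HTRF as 665/615 ratio ×10^4.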
A549 viability – A549 cytotoxicity, counter-screen for Nrf2 inhibitors. A549 ARE-Fluc cells, CellTiter-Fluor viability, 18-24 h. Potency, µM (top dose mostly 46 µM), for the others: top-dose activity change, negative = cytotoxicity, actives largely listed as inhibitors. 390,000 compounds, 0.16% hits. AID 504648; further: potency means the concentration at half of the fitted maximal effect; on the % scale 0 is the no-effect control and ±100 the full control effect
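A549 ARE_Fluc cells in 5% FBS OPTI-MEM were exposed to compounds in concentration-response for 18-24 h at 37 deg C. Viability was read by CellTiter-Fluor fluorescence (Ex 405/Em 525) after 30 min, before the luciferase read.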
CCT modulator – changes cytosolic chaperonin activity; purified chaperonin ATPase assay, HTRF ADP detection, 30 min; activity change, % (concentration not given with the values), hits read low; 360,000 compounds, 0.3% hits; in the data active means activity change below about -30%; further: on the % scale 0 is the no-effect control and ±100 the full control effect
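First, chaperonin was dispensed at 40 nM or 20 nM final depending on batch activity. Next, compounds were pinned at 76 uM and ATP added at 10 uM. After 30 min at 37 °C, ADP detection reagents ran 30 min at ambient temperature.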
EPAC2 agonist – activates human EPAC2 exchange factor; Potency, µM (top dose mostly 154 µM), for the others: top-dose activation, hits mostly activators; 360,000 compounds, 0.079% hits; EPAC2 activation, biochemical qHTS; response scale: 100% = 6.5 mM cAMP response; further: potency means the concentration at half of the fitted maximal effect; nearly all actives have a fitted effect of over 50% in size
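Compounds were added across a concentration range to EPAC2 (100 nM), RAP1B-BODIPY-GDP (250 nM) and GDP (50 uM). After 5 min at room temperature, fluorescence was recorded at 5-min intervals for 30 min.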
* = called active by the depositor; i = inactive; ? = inconclusive; nt = not tested or not shown; [ ] = another dose, or the depositor's remark. Unless noted, the call rests on the fitted dose curve; in most records, active means well fitted curve in the direction sought with a large enough effect; inconclusive means small, poorly fitted or top-dose-only effect, or another doubt; inactive means no such curve, though single readings can be large; an effect the other way counts as inactive or inconclusive.

| SMILES | EPAC2 antagonist | TGFb inhibitor | Nrf2 block | MmCpn inh | Nrf2 ARE act | pAkt inh | A549 viability | CCT modulator | EPAC2 agonist |
| --- | --- | --- | --- | --- | --- | --- | --- | --- | --- |
| COC(=O)C(Oc1ccc2c(-c3ccc(OC)cc3)cc(=O)oc2c1)c1ccccc1 (centres undefined) | 15% | -5% | 8% | -1% | 0.2% | i | 1% | 0.7 | 11% |
| CCCCNC(=O)CCNS(=O)(=O)c1ccc(Br)cc1 | 12% | -5% | 10% | 1% | -0.4% | i | -2% | 1.5 | 1% |
| COc1ccc(Cl)cc1NS(=O)(=O)c1cccc(C(=O)N2CC(C)OC(C)C2)c1 (centres undefined) | 1% | 3% | 0% | -1% | -0.7% | i | 1% | -5.0 | 6% |
| Cc1ccc(N=Nc2cc(C)ccc2O)c(C)c1 | -8% | -4% | 25% | 0% | 2.5% | i | 0% | -2.7 | 6% |
| Cc1ccc(NC(=O)N(Cc2nc3ccccc3c(=O)[nH]2)Cc2cccs2)cc1 | -1% | -7% | -16% | 0% | -0.1% | i | -3% | -4.0 | 1% |
| O=C(NCCc1ccccc1)C1CCCN(S(=O)(=O)c2cnc[nH]2)C1 (centres undefined) | 7% | -29% | 3% | -4% | -0.7% | i | 5% | -2.8 | 4% |
| CC(C)N(C(=O)[C@H]1CC(CC(=O)NCC23CC4CC(CC(C4)C2)C3)C(=O)N2CCc3c([nH]c4ccccc34)[C@]12C)C(C)C (some centres undefined) | -10% | 0% | 26µM* | 1% | -1.3% | i | ? | -3.4 | 10% |
| CC1(C(=O)NS(=O)(=O)c2cccc(F)c2)CCN1C(=O)Cc1cccc2ccccc12 (centres undefined) | 0% | 1% | nt | nt | 0.5% | i | nt | -1.8 | 8% |
| Cc1ccc(CNC(=O)NCc2noc3ccc(C)cc23)cc1 | nt | -16% | -2% | nt | 6.4% | nt | -2% | nt | nt |
| COc1ccccc1NS(=O)(=O)c1cccc2cccnc12 | -27% | -2% | -1% | -1% | 0.1% | i | 5% | -2.0 | 3% |
| CC(NCC(=O)Nc1ccccc1C(=O)NC1CC1)c1ccc(S(N)(=O)=O)cc1 (centres undefined) | -6% | -3% | -1% | 1% | -1.1% | i | 10% | 3.4 | 9% |
| CCc1ccc(-n2c(CSc3nnnn3-c3ccccc3)nc3ccccc3c2=O)cc1 | 18% | ? | 11% | 0% | -0.2% | i | 0% | -1.1 | 5% |
| COc1nc(-c2ccccc2)c2cc(Br)ccc2n1 | ? | -21% | -12% | nt | 0.4% | i | -13% | -1.1 | 9% |
| COC(=O)c1cccc(NC(=O)c2nn(C(C)C)c(=O)c3ccccc23)c1 | -2% | -14% | nt | -19% | -0.2% | i | 8% | -2.7 | -7% |
| O=C(NNC1=NCCC1)c1cccc(S(=O)(=O)N2CCOCC2)c1 | -1% | -9% | -2% | 0% | -0.6% | i | -4% | -1.4 | 4% |
| COc1ccc(-c2cc3ccccc3oc2=O)cc1NC(=S)NC(=O)c1ccc2c(c1)OCCO2 | -1% | -2% | -1% | -7% | 8.6% | i | ? | 1.1 | 0% |
| O=c1c2ccccc2ncn1/N=C/c1ccccc1 | -2% | -8% | ? | -3% | ? | i | 11% | -3.1 | 12% |
| Cc1c(NS(C)(=O)=O)cccc1-c1nc2ccccc2s1 | nt | ? | ? | nt | -0.3% | nt | 0% | nt | nt |
| Cc1ccc(NC(=O)CN2C(=O)COc3ccc(S(=O)(=O)N4CCCCCC4)cc32)cc1C | nt | ? | ? | nt | 1.2% | nt | ? | nt | nt |
| CC12CCC(C(=O)NCc3cccnc3)(OC1=O)C2(C)C (centres undefined) | -1% | -23% | 18% | -2% | -1.8% | i | 1% | -3.5 | 2% |
| CCOC(=O)N(Cc1ccccc1)C(C(=O)O)C(C(=O)O)N(Cc1ccccc1)C(=O)OCC (centres undefined) | 1% | 0% | nt | 2% | -0.7% | i | 7% | -2.3 | 12% |
| FC(F)(F)c1cnc(Sc2ncn[nH]2)c(Cl)c1 | 21% | 5% | 9% | 1% | 0.1% | i | -2% | -2.5 | 1% |
| Cc1nn(Cc2ccccc2)c(C)c1NC(=O)CSc1nc(C2CC2)nc2c1cnn2-c1ccccc1 | 1% | 3% | 0% | 0% | -0.5% | -114%* | -7% | -0.8 | 8% |
| CNc1nc(C)c(C(=O)OCC(=O)OC)s1 | 6% | -19% | 6% | 2% | -0.6% | i | -1% | -5.9 | 3% |
| COc1ccc(/[N+]([O-])=C/c2ccco2)cc1 | -7% | 10% | 24% | 0% | 2.1% | i | -1% | -2.9 | 10% |
| O=c1oc2ccccc2cc1-c1ccc(O)cc1O | 12% | 7% | 10% | 1% | 2.6%[9.22 µM] | i | 2% | -0.9 | 3% |
| O=C(O)C(=O)/C(=C\c1cccc(Cl)c1)c1ccc2ccccc2n1 | ? | -1% | ? | 2% | 25% | i | -1% | -0.1 | -8% |
| COc1ccc(OC)c(NC(=O)CSC2=NCCS2)c1 | 2% | -5% | nt | 0% | 7.7% | i | -3% | -21 | -5% |
| CCCCOc1cccc(C2C(C(=O)c3cccs3)=C(O)C(=O)N2Cc2cccnc2)c1 (centres undefined) | 9% | ? | -4% | -3% | 0.2% | i | -7% | 1.7 | -2% |
| Cc1cc(S(=O)(=O)c2ccc([N+](=O)[O-])cn2)ccc1Br | 3% | ? | ? | nt | 13µM* | i | -10% | 0.9 | 16% |
| Cc1nnc(NC(=O)CN2CC(C)OC(C)C2)s1 (centres undefined) | 1% | 13% | 1% | -3% | -0.2%[9.22 µM] | i | -1% | 0.8 | 2% |
| CC1(C(=O)O)CC(C)(C(=O)O)CC(C)(C(=O)O)C1 (centres undefined) | -2% | ? | -10% | -2% | 0.2% | -119%* | -13% | -2.0 | 10% |
| O=C(NCC(c1ccccc1)c1ccccc1)c1nn(-c2ccccc2F)nc1CO | nt | ? | ? | nt | -0.9% | nt | 0% | nt | nt |
| CCCCNC(=O)[C@@H]1CSC2c3ccccc3C(=O)N21 (some centres undefined) | 1% | 0% | -15% | 0% | -0.3% | i | 3% | 1.2 | -4% |
| COc1ccc(CN2CCNC(=O)C2CC(=O)N(C)CCc2cnn(C)c2)c(F)c1 (centres undefined) | 16% | 0% | 9% | 2% | -1.2% | i | 2% | 0.0 | 14% |
| CN(c1cccc(NC(=O)c2ccccc2N(C)S(=O)(=O)c2ccccc2)c1)S(C)(=O)=O | 5% | -4% | 3% | 0% | -0.2%[9.22 µM] | i | 12% | -0.8 | -7% |
| CCCN1C[C@H](CSC)C[C@@H]2c3cccc4[nH]cc(c34)C[C@H]21 | -10% | 3% | 5% | -3% | 6.4% | i | -8% | 0.6 | 3% |
| Cc1cccc(NC(=S)N(CCCN2CCOCC2)C(C)c2cc3ccccc3o2)c1C (centres undefined) | -5% | -23% | 6% | 2% | 0.4% | i | 1% | -3.0 | -2% |
| CNC(=O)COc1coc(CN2CCN(Cc3ccccc3)CC2)cc1=O | -5% | 2% | 2% | 1% | -0.4% | i | 8% | 1.8 | -4% |
| C=CCc1cccc(/C=N/NC(=O)CNc2ccccc2)c1O | 1% | ? | ? | nt | -0.8% | i | ? | -1.7 | -5% |
| COCCN(C(=O)c1ccccc1)c1nnc(-c2cccnc2)s1 | 3% | 0% | 10% | 0% | -1.0% | i | -8% | 1.7 | 5% |
| CS(=O)(=O)N(CC(=O)N1CCCCC1)c1sc2c(c1C#N)CCCC2 | -1% | -8% | -8% | 1% | 0.4% | i | -7% | -2.3 | 7% |
| COCCCNc1nc(N)c([N+](=O)[O-])c(N2CCCCCC2)n1 | 1% | -11% | ? | 1% | -0.4% | i | -9% | 0.4 | -3% |
| COc1ccc(/C=N/Nc2ccc([N+](=O)[O-])cc2)cc1O | 2% | ? | 7% | -3% | 10% | i | -14% | -6.1 | 26% |
| CC(C)NCCOCCSc1ccc(Cl)cc1 | 2% | 3% | 2% | -1% | 0.3% | i | 1% | -0.6 | -10% |
| COc1cc(/C=C/C(=O)NCCc2ccc(S(N)(=O)=O)cc2)ccc1OCC#N | 0% | -27% | 6% | -2% | -0.4% | i | 0% | -9.3 | 16% |
| O=C(Nc1ccccc1Cl)c1ccc(-n2cccn2)c([N+](=O)[O-])c1 | -14% | -18% | 4% | 3% | 0.5% | i | 19% | 3.1 | 4% |
| O=C(Nc1ccc2c(c1)OCCO2)C1CC(c2ccc(F)cc2)=NO1 (centres undefined) | -7% | 7% | 2% | 4% | -2.3% | i | -1% | -0.9 | 4% |
| Cc1cc(C)c2sc(NC(=O)C3=COCCO3)nc2c1 | -6% | 13% | 12% | -1% | 0.0% | i | -3% | -3.6 | -5% |
| CC(C)C[C@H](NC(=O)OC(C)(C)C)C(=O)N[C@@H](CO)[C@H](O)[C@@H]1C[C@@H]1C(=O)N(C)C | -3% | -6% | 12% | 0% | -0.5% | i | 2% | -0.6 | 4% |
| CC(=O)Nc1ccc(S(=O)(=O)N2CCN=C2SCc2ccccc2C)cc1 | -21% | 77%[activator] | ? | -1% | 4.3% | i | 0% | 1.9 | -3% |
| COc1cc(/C=N/NC(=O)Cn2cnc3ccccc3c2=O)ccc1O | 1% | 14% | -6% | 0% | 0.1% | i | -1% | -3.1 | 0% |
| CCOc1nc(NCCO)nc(Nc2ccccc2F)n1 | 2% | -4% | 5% | -4% | 0.1% | i | -1% | -1.3 | 7% |
| COc1cccc(/C(C#N)=C/c2c(-c3ccc(Cl)cc3)nc3c(C)cccn23)c1 | -14% | -8% | ? | 2% | -0.6% | i | ? | 0.0 | 11% |
| Cc1ccc(N/C=C/c2onc(C)c2[N+](=O)[O-])cc1 | 2% | -16% | ? | 0% | 7.0% | i | -3% | 0.0 | -1% |
| O=C(CCCCCNC(=O)N1CCn2c1nc1ccccc12)NCc1ccccc1 | 0% | -7% | -20% | -1% | 0.4% | i | -3% | -1.3 | 6% |
| CC(=O)Nc1ccc(C2CC(c3ccc(Cl)cc3)=NN2c2ccccc2)cc1 (centres undefined) | -17% | -7% | 2% | -1% | 6.1% | i | ? | -1.5 | 4% |

A portion of the library (hit frequency here may not be typical).
